M1 antagonist: antagonists of rat M1 muscarinic receptor. CHO-M1 cells, Fluo-4 calcium, ACh EC80 antagonist mode; hits give low values. Muscarinic acetylcholine receptor M1 (Rattus norvegicus), P08482. B-score at 10 µM. 64,000 tested, 3.4% active;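 active means calcium fluorescence response, raw or row-and-column corrected B-score, differing from the plate sample mean either way at a set confidence level, mostly lower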
Target sequence (P08482 whole entry, looked up): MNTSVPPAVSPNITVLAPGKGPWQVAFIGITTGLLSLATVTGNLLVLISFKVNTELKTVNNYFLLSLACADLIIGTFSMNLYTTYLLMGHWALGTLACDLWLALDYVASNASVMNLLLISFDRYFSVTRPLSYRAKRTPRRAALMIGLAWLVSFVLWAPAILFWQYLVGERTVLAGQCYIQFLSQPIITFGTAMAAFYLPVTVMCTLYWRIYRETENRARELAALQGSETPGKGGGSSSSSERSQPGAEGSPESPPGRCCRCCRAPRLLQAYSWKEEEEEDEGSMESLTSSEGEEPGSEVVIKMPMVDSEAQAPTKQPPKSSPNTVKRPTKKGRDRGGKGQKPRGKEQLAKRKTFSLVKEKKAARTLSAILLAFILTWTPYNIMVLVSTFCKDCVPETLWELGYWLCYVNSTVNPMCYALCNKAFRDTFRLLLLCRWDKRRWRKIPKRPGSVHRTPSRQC
tolC growth inh: growth inhibitors of E. coli tolC mutant, primary screen, strain BW25113 ΔtolC::kan, 384-well. OD615. growth inhibition, % at 10 µM (by protocol). 65,000 tested, 2.2% active. AID 573, 2007;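 active means growth inhibition at or above a cutoff equal to the mean over every tested compound plus 3 SD, cut at about 60% in these data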;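 further: growth measured after 20 h incubation at 37 °C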
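Test system: E. coli BW25113 ΔtolC::kan bacteria; incubation: 37 °C, 20 h exposure; medium: LB broth supplemented with 50 µg/mL kanamycin; read-out basis: percent growth inhibition; signal: A615 absorbance measurement; compound: 10 µM final, single dose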
M1 agonist: M1 muscarinic receptor agonists, primary screen, CHO-M1 cells, Fluo-4 calcium, agonist mode. Muscarinic acetylcholine receptor M1. Fluo-4 calcium fluorescence; hits give high values. B-score at 10 µM. 64,000 tested, 3% active. AID 626, 2007;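 active means fluorescence rise, raw or as B-score row- and column-corrected plate score, outside the 99.7% band of its plate's samples, either direction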
NADH coupling: inhibitors of PK/LDH coupling enzymes, profiling panel, artefact control, biochemical, MLSMR library; coupled PK/LDH NADH assays, four targets; IC50, µM (titrated, usually from 10 µM), for inactives: top-dose inhibition; 65,000 tested, 0.02% active;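 active means single-dose screening hits from any of four coupled enzyme assays that gave an IC50 when retested across doses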;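 further: the DPM-DC format reads NADH fluorescence rather than 340 nm absorbance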
Autofluor 339: intrinsic fluorescence of library compounds, ex339/em460 – biochemical, MLSMR library, data from DPM-DC assay, artefact control, profiling panel; compound autofluorescence, ex339/em460 nm, NADH buffer; hits give high values; 1 = no-compound wells, NADH background; fluorescence fold increase at 10 µM; 65,000 tested, 5.5% active; AID 709, 2007;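 active means at 10 µM, mean starting fluorescence two-fold or more over control wells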;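 further: signal is the first read of a kinetic run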
Numbers without * were called inactive; · = not tested or not shown; [ ] = another dose, or the depositor's remark.

#1 Cc1ccc(N(CC(N)=O)C2SC(=O)NC2=O)cc1 (stereo unspecified)
#2 C=CCN(CC=C)CC(O)Cn1c2ccccc2c2ccccc21 (stereo unspecified)
#3 CCCCCC(=O)Nc1ccc(S(=O)(=O)Nc2nccnc2OC)cc1
#4 NC(=O)c1cnccn1
#5 c1ccc(SSc2ccccc2)cc1
#6 Cc1ccc(-c2ccc(=O)[nH]n2)cc1
#7 O=C1CN(/N=C/c2ccc([N+](=O)[O-])o2)C(=O)N1
#8 CCOC(=O)C(/C(N)=N/C(=O)Nc1ccccc1)=C(\C)O
assay / compound,1,2,3,4,5,6,7,8
M1 antagonist,-0.046,·,·,·,·,·,·,·
tolC growth inh,·,12,14,-9,-15,-11,-19,-13
M1 agonist,-1.5,·,·,·,·,·,·,·
NADH coupling,·,3%,6%,0%,0%,4%,0%,3%
Autofluor 339,·,1.2,1.1,1.1,1.1,1.1,1.1,1.1

Some of the entries above in another layout.
Fields – M1 antagonist | tolC growth inh | M1 agonist | NADH coupling | Autofluor 339
[1] Cc1ccc(N(CC(N)=O)C2SC(=O)NC2=O)cc1 (stereo unspecified)
    -0.046 | · | -1.5 | · | ·
[2] C=CCN(CC=C)CC(O)Cn1c2ccccc2c2ccccc21 (stereo unspecified)
    · | 12 | · | 3% | 1.2
[3] CCCCCC(=O)Nc1ccc(S(=O)(=O)Nc2nccnc2OC)cc1
    · | 14 | · | 6% | 1.1
[4] NC(=O)c1cnccn1
    · | -9 | · | 0% | 1.1
[5] c1ccc(SSc2ccccc2)cc1
    · | -15 | · | 0% | 1.1
[6] Cc1ccc(-c2ccc(=O)[nH]n2)cc1
    · | -11 | · | 4% | 1.1

Part of the list above in a different format:
| no. | Molecule | M1 antagonist | tolC growth inh | M1 agonist | NADH coupling | Autofluor 339 |
| --- | --- | --- | --- | --- | --- | --- |
| 5 | c1ccc(SSc2ccccc2)cc1 | · | -15 | · | 0% | 1.1 |
| 6 | Cc1ccc(-c2ccc(=O)[nH]n2)cc1 | · | -11 | · | 4% | 1.1 |

Next section.
#9 NCCc1cnc[nH]1
#10 O=C(O)C1CCNCC1
#11 O=S(=O)(O)C1CCNCC1
#12 COc1cc(OC)cc(C(=O)Nc2ccc(-c3nc4ccccc4o3)c(O)c2)c1
#13 O=c1cnn([C@@H]2O[C@H](CO)[C@@H](O)[C@H]2O)c(=O)[nH]1
#14 O=c1oc2ccccc2cc1-c1nc2ccccc2o1
#15 NC(=O)c1ccc(-c2ncc(-c3ccccc3)o2)cc1
#16 C#C[C@]1(O)CC[C@H]2[C@@H]3CCc4cc(O)ccc4[C@H]3CC[C@@]21C
#17 O=c1[nH]cnc2[nH]ncc12
assay / compound,9,10,11,12,13,14,15,16,17
M1 antagonist,·,·,·,·,·,·,·,·,·
tolC growth inh,-15,-14,-15,20,-2,-4,-9,16,-9
M1 agonist,·,·,·,·,·,·,·,·,·
NADH coupling,3%,1%,0%,9%[fluoresces],0%,14%[fluoresces],11%[fluoresces],1%,3%
Autofluor 339,1.1,1.1,1.1,2.1*,1.1,2.1*,2.1*,1.1,1.1

High-throughput results: PubChem BioAssay, several laboratories

Only part of the results is shown (hit frequency here may not be typical).
